# Assay outcomes as filed in PubChem.
# TIM10 inh – growth inhibitors of isogenic TIM10 control yeast, primary screen, counter-screen for tim10-1 yeast inhibitor project, luminescence, uHTS; inhibition, % at 10 µM; 330,000 tested, 1.4% active; AID 463195, 2010; S. cerevisiae TIM10 strain growth, BacTiter-Glo luminescence, 24 h;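 active = inhibition of 40% or more at the single tested concentration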;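 also: wild-type TIM10 isogenic control strain grown at permissive 25 °C; 0% = DMSO yeast wells and 100% = minimal medium wells without yeast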
# hIAP block – human IAP inhibitors, primary screen, biochemical, luminescence, uHTS; purified IAP, CDP-Star luminescence, 30 min; 330,000 tested, 0.12% active; inhibition, % at 10 µM; Intestinal-type alkaline phosphatase (Homo sapiens), P09923;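 active = inhibition reaching a set limit with compound at 10 µM in the primary screen, cut at about 35% in these data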;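 also: plate controls were DMSO wells with enzyme for no effect and no-enzyme buffer wells for full effect; values of inactives mirror those of a sister screen read the other way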
# Target sequence (P09923 whole entry, looked up): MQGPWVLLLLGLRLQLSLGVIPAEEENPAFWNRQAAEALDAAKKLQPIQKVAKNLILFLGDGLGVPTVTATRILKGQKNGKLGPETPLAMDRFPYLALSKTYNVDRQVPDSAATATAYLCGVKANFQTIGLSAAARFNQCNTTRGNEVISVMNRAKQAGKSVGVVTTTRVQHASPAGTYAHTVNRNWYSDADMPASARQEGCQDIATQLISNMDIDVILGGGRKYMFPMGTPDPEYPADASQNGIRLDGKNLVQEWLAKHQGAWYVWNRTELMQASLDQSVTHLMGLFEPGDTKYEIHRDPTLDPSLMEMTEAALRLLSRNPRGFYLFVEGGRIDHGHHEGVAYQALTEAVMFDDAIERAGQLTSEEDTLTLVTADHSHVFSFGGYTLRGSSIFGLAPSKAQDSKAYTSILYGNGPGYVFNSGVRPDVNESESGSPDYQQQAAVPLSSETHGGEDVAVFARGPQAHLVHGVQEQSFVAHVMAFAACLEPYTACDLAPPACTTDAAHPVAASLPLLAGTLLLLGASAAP
# tim10-1 inh – growth inhibitors of tim10-1 mutant yeast, primary screen, luminescence, uHTS. S. cerevisiae tim10-1 ts strain growth, BacTiter-Glo, 24 h. inhibition, % at 20 µM. 330,000 tested, 2.2% active. AID 463190, 2010;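 active = inhibition of at least 40%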;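 also: mutant grown at 25 °C; 0% = DMSO wells with yeast and 100% = wells holding no yeast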
# A3A deaminase – APOBEC3A ssDNA deaminase inhibitors, primary screen, selectivity assay for APOBEC3G inhibitor project, biochemical, FAM/TAMRA oligo cleavage fluorescence | DNA dC->dU-editing enzyme APOBEC-3A (Homo sapiens), P31941 | recombinant A3A, FAM/TAMRA ssDNA deamination fluorescence | inhibition, % at 20 µM | 330,000 tested, 0.41% active | AID 493011, 2011;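 active = at least 40% inhibition at 20 µM here, with at most 30% in a related deaminase screen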;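 also: plate controls were A3A with DMSO for no effect and wells lacking A3A enzyme for full effect; some results filed as inactive read as strong as hits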
# mIAP activ – activators of mouse IAP, primary screen, biochemical, luminescence, uHTS; intestinal alkaline phosphatase [Mus musculus]; muIAP, CDP-Star luminescence, 30 min; active compounds read high; 1 = vehicle-only enzyme signal, 0 = enzyme-free wells; activation factor at 10 µM; 330,000 tested, 0.24% active; AID 2805, 2010;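 active = activation factor of at least 2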; also: the source names both 10 and 20 µM as test concentration; values of inactives mirror those of a sister screen read the other way
#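 also added = chemiluminescent substrate CDP-Star | test system = mouse IAP enzyme | signal = chemiluminescence readout | compound = DMSO-dissolved test compounds | incubation = 30 min at room temperature | benchmarks = DMSO wells, no-enzyme wells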
# NALP3 yeast inh – NALP3 inflammasome inhibitors in reconstituted yeast, primary screen, luminescence, uHTS | inhibition, % at 10 µM | 330,000 tested, 0.39% active | Yeast reconstituted NLRP3/ASC/caspase-1, beta-gal luminescence, 24 h;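 active = inhibition of 50% or more; inactive = inhibition below 50%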;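 also: plate controls were induced DMSO wells for no effect and uninduced yeast grown without galactose for full effect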
# APOBEC3G inh – APOBEC3G DNA deaminase inhibitors, primary screen, biochemical, fluorescence, single-stranded DNA substrate, uHTS; DNA dC->dU-editing enzyme APOBEC-3G (Homo sapiens), Q9HC16; recombinant A3G, ssDNA deamination FAM/TAMRA fluorescence; inhibition, % at 20 µM; 330,000 tested, 0.28% active; AID 493012, 2011;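 active = inhibition of at least 40% at 20 µM, with no more than 30% in the related APOBEC3A deaminase screen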;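 also: plate controls were DMSO wells with A3G for no effect and wells lacking A3G enzyme for full effect; some compounds called inactive have numbers as strong as hits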
# Target sequence (Q9HC16 whole entry, looked up): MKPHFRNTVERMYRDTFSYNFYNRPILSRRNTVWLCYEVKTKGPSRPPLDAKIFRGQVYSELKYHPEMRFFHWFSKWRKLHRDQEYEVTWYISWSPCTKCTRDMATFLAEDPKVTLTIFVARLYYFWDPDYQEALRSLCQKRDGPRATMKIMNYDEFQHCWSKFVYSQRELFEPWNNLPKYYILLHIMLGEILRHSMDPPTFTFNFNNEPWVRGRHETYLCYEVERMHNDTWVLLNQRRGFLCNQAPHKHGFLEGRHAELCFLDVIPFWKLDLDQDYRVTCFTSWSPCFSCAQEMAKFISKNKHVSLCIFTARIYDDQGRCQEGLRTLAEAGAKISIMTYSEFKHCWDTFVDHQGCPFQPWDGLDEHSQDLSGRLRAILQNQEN
# beta cell repl – inducers of MIN6 beta-cell proliferation, primary screen, ATP luminescence, uHTS; MIN6 cells proliferation, ATPlite luminescence, 48 h; cells starved in 0.2% serum; 100% = growth in 10% serum; proliferation, % at 10 µM; 330,000 tested, 0.29% active; AID 2380, 2010;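 active = compounds whose signal lies at least 3.5 SD above the mean of all wells on their plate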;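 also: 0% = DMSO-treated cells in low-serum medium and 100% = 10% serum control; some compounds called inactive have numbers as strong as hits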
# mIAP block – inhibitors of mouse IAP, primary screen, biochemical, luminescence, uHTS; intestinal alkaline phosphatase [Mus musculus]; purified mouse IAP, CDP-Star luminescence, 30 min; inhibition, % at 10 µM; 330,000 tested, 0.2% active;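 active = inhibition of at least 40% at 10 µM in the primary screen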;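 also: plate controls were DMSO with enzyme for no effect and no enzyme wells for full effect; values of inactives mirror those of a sister screen read the other way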
# * marks the source's active call; other numbers are inactive results; x = no result given.
SMILES,TIM10 inh,hIAP block,tim10-1 inh,A3A deaminase,mIAP activ,NALP3 yeast inh,APOBEC3G inh,beta cell repl,mIAP block
NS(=O)(=O)c1cccc(NC(=O)CSc2nc3nc(-c4cccs4)cc(C(F)(F)F)c3c(=O)[nH]2)c1,0,7,-3,9,0.74,-4,0,-5,26
CN1CCc2c(sc3nc(NN)n(-c4ccc(Cl)cc4)c(=O)c23)C1,10,-14,13,6,0.9,17,-2,-4,10
COc1ccc(C(=O)NN2C(=O)C3C4C=CC(O4)C3C2=O)cc1 (stereo not given),6,8,1,1,1,27,-7,-1,-1
COc1ccc(-c2oc3ccc(-c4cc(OC)c(OC)c(OC)c4)cc3c2C#Cc2ccsc2)cc1,7,3,2,2,0.99,25,-12,-3,1
O=C(NC1CC1)c1cccc(NC(=O)c2cn3ccccc3n2)c1,1,-7,-11,2,1,17,-8,-5,0
Cc1ccc2nc(/C(C#N)=C/c3cn[nH]c3-c3ccc(F)cc3)[nH]c2c1,-6,-30,12,3,1,8,-3,-3,-4
Cc1ccc(OCc2cc(C(=O)N(C)CCc3nc4ccccc4[nH]3)no2)cc1C,3,-21,-6,0,1.1,16,-3,-3,-13
Nc1cc2c(cc1C(=O)c1ccccc1F)OCCO2,13,-28,32,0,0.96,12,-2,1,4
COCCCn1c(=O)c2ccccc2n(Cc2ccc(C)cc2)c1=O,3,-17,33,3,0.96,18,2,-3,4
Cc1ccc(Nc2nc3nonc3[nH]c2=O)cc1,14,2,11,-2,0.94,-10,-6,-2,6
O=C(O)CC(Cc1ccc(Br)cc1)C(=O)Nc1ccccc1 (stereo not given),-2,-16,-1,-3,1,7,-3,-4,-4
Cc1ccc(NC(=O)CSc2ncccc2C(=O)Oc2cccc([N+](=O)[O-])c2)cc1Cl,-1,9,10,1,0.95,7,-1,-2,5
O=C(c1ccco1)N1CCN(C(c2ccc(Cl)cc2)c2nnnn2Cc2ccccc2)CC1 (stereo not given),19,-9,20,-4,1,9,-7,-2,0
CC(NS(C)(=O)=O)C(c1cccs1)N1CCN(c2ccccc2)CC1 (stereo not given),22,24,29,-2,1,-1,-8,-2,-1
CCCc1cc(NCCN(C)C)n2c(nc3ccccc32)c1C#N,-11,-12,-1,-8,1.2,15,-7,2,-17
O=C(Cc1c(Cl)cccc1Cl)N/N=C/c1cccnc1,-18,-8,8,1,0.99,15,-4,4,1
COc1ccc(-c2cccc3c2NC(=O)C3=O)cc1OC,-5,-27,25,1,1.1,4,0,-4,-6
CC(C)c1ccccc1NS(=O)(=O)c1cccs1,-1,-9,20,3,1,19,3,0,-3
O=S1(=O)CCOC[C@H](CC2CCCCC2)N1Cc1ccccc1,20,0,27,1,0.99,12,0,-3,1
CC1=NCCN1S(=O)(=O)c1ccc(Br)c(C)c1,4,-9,16,-1,0.88,17,-4,-3,12
Cc1cccc(C(=O)OC(C)CN2CCN(C)CC2)c1 (stereo not given),-7,-4,3,3,0.9,-6,0,0,10
CCC(=O)Nc1nc2c(OC)ccc(OC)c2s1,16,3,25,-2,1.1,10,-2,-2,-10
CCOc1ccc2ccccc2c1C1NC(=O)NC(C)=C1C(=O)OCCOC (stereo not given),6,-7,8,5,0.84,8,2,-3,16
Cc1c(NC(=O)CSc2nc3ccccc3s2)c(=O)n(-c2ccccc2)n1C,0,1,9,0,0.99,14,0,-1,1
COc1ccc(/C=N/n2c(-c3n[nH]c4c3CCC4)n[nH]c2=S)cc1,15,-18,5,-8,0.98,32,40*,2,2
COC(=O)c1cc(Br)ccc1NC(=O)CCNC(=O)c1ccco1,-7,3,-2,0,1,26,-1,0,-4
Cc1ccc(S(=O)(=O)N(Cc2ccc(Cl)cc2)c2ccccc2C(=O)NCc2ccco2)cc1,30,7,22,0,1,12,-4,0,-1
CCOC(=O)c1cc(-c2ccc(N)cc2)sc1N,29,9,28,7,0.89,16,3,3,11
O=C(CSc1nnc(CNc2ccccc2)o1)c1ccc2c(c1)OCCO2,17,-7,-7,-3,0.88,8,-4,-4,12
CS(=O)(=O)N1CCN(c2ccc([N+](=O)[O-])cc2F)CC1,4,10,-5,-2,0.95,22,-4,-1,5
CC1CCCCC1NC(=O)c1ccc2c(c1)[nH]c(=O)n2C1CCCC1 (stereo not given),1,-20,23,-3,1.2,-8,-6,-2,-16
CCc1nnc2c(NCCc3ccccc3)nc3ccccc3n12,-8,-4,9,3,1.2,11,8,-1,-19
CCC(C)(C)NC(=O)C(c1ccc(C)cc1)N(CCN1CCOCC1)C(=O)CNC(=O)c1cccs1 (stereo not given),-1,-14,16,1,1,3,2,-1,-3
O=C(Nc1ccc(Oc2ccccc2)nc1)C1CCCCN1Cc1ccc(O)cc1 (stereo not given),-7,-10,15,-5,0.95,7,-6,3,5
CN1CCN(S(=O)(=O)c2cccc(C(=O)N(C)C(c3ccccc3)c3ccccc3)c2)CC1,12,10,10,5,0.9,5,-9,-3,10
Cc1cc(=O)[nH]c(N/N=C/c2c(F)c(F)c(F)c(F)c2F)n1,10,-6,13,-3,1,-2,-6,-3,-1
COCCNC(=O)C(c1ccc(O)cc1)N(Cc1cccs1)C(=O)CCC(=O)Nc1ccccn1 (stereo not given),-14,-5,2,1,1,10,0,-2,-2
CCCN1CCN(C(=O)CCc2nnc3ccc(N4CCN(c5cccc(OC)c5)CC4)nn23)CC1,-2,2,10,-1,0.99,11,0,-4,1
N#Cc1ccncc1S(=O)c1ccc(Cl)cc1 (stereo not given),11,-2,4,-1,0.95,11,-4,-3,5
O=C(O)CCn1[nH]c(=O)ccc1=O,5,-12,0,-5,1.1,-4,-8,2,-7
Cc1cc(Nc2ccccc2)nc(N2CCN(C(=O)c3ccc4c(c3)OCO4)CC2)n1,-6,-10,1,-2,1.2,2,-11,0,-21
CCN1CCN(c2nc3c(c(=O)n(C)c(=O)n3C)n2CCSc2nccc(C)n2)CC1,-21,-12,16,-1,0.94,8,-2,-2,6
Cc1ccc(C(=O)NCc2ccco2)cc1S(=O)(=O)N1CCOCC1,-7,-1,7,1,1.1,-1,0,2,-10
CCOC(=O)C1(Cc2cccc(F)c2)CCN(C(=O)C2CCC2)CC1,5,2,-20,8,1.1,18,-1,2,-9
O=C(CCC(=O)NNc1nc2ccccc2c2nc(-c3ccccc3)nn12)NCCCN1CCCC1=O,19,-6,10,-1,0.83,10,-5,-1,17
COCCn1c(Cc2ccccc2)nnc1SCc1nc2ccccc2c(=O)[nH]1,-3,-3,1,4,1,9,2,1,-2
COc1cc2c(cc1OC)/C(=C/C(=O)c1ccc([N+](=O)[O-])c(C)c1)NCC2,19,21,15,-3,0.84,15,-10,11*,16
O=C(NCCCC1CCCC1)C1CCC(=O)N(Cc2cccc(C(F)(F)F)c2)C1 (stereo not given),8,-39,13,0,1.1,7,-4,-5,-11
Cc1cc2nc(CS(=O)(=O)c3ccccc3)cc(=O)n2[nH]1,-10,0,10,2,1,4,-1,-1,-2
CN(C)/C=N/S(=O)(=O)c1cccn1-c1ncc(C(F)(F)F)cc1Cl,-9,-6,-2,0,0.96,14,-5,4,4
C=CCNC(=S)N/N=C/c1ccc(-c2ccc(Br)cc2)o1,12,-1,25,1,0.81,23,-5,0,19
Nc1nc(SCc2ccc3c(c2)OCO3)n[nH]1,3,1,6,-2,0.92,2,-4,0,8
COc1ccc(CCNC(=O)COC(=O)c2ccc(N3CCCC3=O)cc2)cc1,-10,4,-2,0,0.99,1,-3,-1,1
CC12CCC(C(=O)Nc3cc(F)ccc3F)(CC1=O)C2(C)C (stereo not given),10,-4,15,-1,0.96,21,-11,-1,4
N#Cc1ccc(N[C@@H]2CCN3C(=O)c4ccccc4[C@@H]3C[C@H]2O)cc1,-10,x,14,18,1,x,-2,x,-3
O=C1CSC(c2ccc([N+](=O)[O-])cc2)N1C1CCCCC1 (stereo not given),21,-16,29,-3,0.95,5,-10,-1,5
CCCOc1cc(N)ccc1C(=O)OCCN(CC)CC,1,-2,-11,-1,0.97,7,-2,-2,3
COc1ccc(CNc2oc(COc3ccccc3Cl)nc2C#N)cc1,9,15,23,0,0.97,16,-3,-1,3

# Molecules shown so far that have an NH in an aromatic ring:
SMILES,TIM10 inh,hIAP block,tim10-1 inh,A3A deaminase,mIAP activ,NALP3 yeast inh,APOBEC3G inh,beta cell repl,mIAP block
NS(=O)(=O)c1cccc(NC(=O)CSc2nc3nc(-c4cccs4)cc(C(F)(F)F)c3c(=O)[nH]2)c1,0,7,-3,9,0.74,-4,0,-5,26
Cc1ccc2nc(/C(C#N)=C/c3cn[nH]c3-c3ccc(F)cc3)[nH]c2c1,-6,-30,12,3,1,8,-3,-3,-4
Cc1ccc(OCc2cc(C(=O)N(C)CCc3nc4ccccc4[nH]3)no2)cc1C,3,-21,-6,0,1.1,16,-3,-3,-13
Cc1ccc(Nc2nc3nonc3[nH]c2=O)cc1,14,2,11,-2,0.94,-10,-6,-2,6
COc1ccc(/C=N/n2c(-c3n[nH]c4c3CCC4)n[nH]c2=S)cc1,15,-18,5,-8,0.98,32,40*,2,2
CC1CCCCC1NC(=O)c1ccc2c(c1)[nH]c(=O)n2C1CCCC1 (stereo not given),1,-20,23,-3,1.2,-8,-6,-2,-16
Cc1cc(=O)[nH]c(N/N=C/c2c(F)c(F)c(F)c(F)c2F)n1,10,-6,13,-3,1,-2,-6,-3,-1
O=C(O)CCn1[nH]c(=O)ccc1=O,5,-12,0,-5,1.1,-4,-8,2,-7
COCCn1c(Cc2ccccc2)nnc1SCc1nc2ccccc2c(=O)[nH]1,-3,-3,1,4,1,9,2,1,-2
Cc1cc2nc(CS(=O)(=O)c3ccccc3)cc(=O)n2[nH]1,-10,0,10,2,1,4,-1,-1,-2
Nc1nc(SCc2ccc3c(c2)OCO3)n[nH]1,3,1,6,-2,0.92,2,-4,0,8
